Screening data (PubChem BioAssay)
Gal4-VP16 FLuc: Gal4-VP16 reporter inhibition counter-screen | AID 2546 | Drosophila S2 Gal4-VP16 UAS-luciferase, luminescence, 20 h | Potency, µM (series often up to 53.6 µM), without a hit: at the highest dose activity, negative = inhibition, actives largely listed as inhibitors | 310,000 tested, 3.5% active;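 further: Gal4-VP16 expression switched on by copper sulfate through the metallothionein promoter; nearly all actives have a fitted effect of over 50% in size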
RORg inh: inhibitors of mouse ROR gamma transcriptional activity; AID 2551; Drosophila S2 Gal4-RORgamma UAS-luciferase reporter, 20 h; 310,000 tested, 5.4% active; Potency, µM (series often up to 53.6 µM), for the others: at the highest dose activity change, negative = inhibition, usual class: inhibitors; further: nearly all actives have a fitted effect of over 60% in size
Target sequence (P51450 whole entry, looked up, the tested form may be a part): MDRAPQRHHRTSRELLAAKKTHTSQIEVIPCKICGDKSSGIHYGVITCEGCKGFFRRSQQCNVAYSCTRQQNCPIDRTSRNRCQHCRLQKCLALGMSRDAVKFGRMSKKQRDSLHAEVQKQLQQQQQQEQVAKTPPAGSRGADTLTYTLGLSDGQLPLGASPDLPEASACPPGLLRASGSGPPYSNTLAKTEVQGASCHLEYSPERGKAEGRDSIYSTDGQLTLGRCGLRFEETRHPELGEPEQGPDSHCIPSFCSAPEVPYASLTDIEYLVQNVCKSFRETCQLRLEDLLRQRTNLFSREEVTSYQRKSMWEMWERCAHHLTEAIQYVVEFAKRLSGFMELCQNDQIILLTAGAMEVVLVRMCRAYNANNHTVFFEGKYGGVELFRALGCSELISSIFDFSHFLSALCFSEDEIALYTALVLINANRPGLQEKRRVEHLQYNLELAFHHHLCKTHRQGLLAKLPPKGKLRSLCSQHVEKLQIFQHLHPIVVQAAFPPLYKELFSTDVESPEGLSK
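A Gal4/UAS one-hybrid system in insect cells: metallothionein-promoter Gal4–ROR gamma fusion plus Photinus luciferase reporter. Copper sulfate 700 uM final, 20 hr ambient incubation, luminescent detection after 10 min with reagent.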
Active calls of the source: *; ? = inconclusive; & = joins results of further samples; [ ] = another dose, or the depositor's remark. The call rests on the fitted dose curve; in most records, active means well fitted curve in the direction sought with a large enough effect; inconclusive means small, poorly fitted or top-dose-only effect, or another doubt; inactive means no such curve, though single readings can be large; an effect the other way counts as inactive or inconclusive. On the % scale 0 is the no-effect control and ±100 the full control effect; potency means the concentration at half of the fitted maximal effect. These rows are one share of the data (hit frequency here may not be typical).

structure	Gal4-VP16 FLuc	RORg inh
Cn1c(-c2nc(-c3ccccc3)cs2)nc2ccccc21	-7%	?
COC(=O)[C@@]1(Cc2ccc(OC)cc2)[C@H]2c3cc(C(=O)N4CCCC4)n(CCc4ccc(O)c(OC)c4)c3C[C@H]2CN1C(=O)c1ccccc1	-2%	42%
CN1C/C(=C/c2ccc(B(O)O)cc2)C(=O)/C(=C/c2ccc(B(O)O)cc2)C1	4.5µM*	2µM*
CC(C)NC(=O)N1CCCC2(CCN(C(=O)c3cccn3C)CC2)C1	-11%	8%
O=C1C[C@@H](c2ccccc2Cl)N1S(=O)(=O)c1ccccc1[N+](=O)[O-]	15%	-9%
Nc1nc2c([nH]c(=S)n2C2OC(CO)C(O)C2O)c(=O)[nH]1 (configuration not stated)	5%	-8%
O=c1c(-c2cccs2)nc2cncnc2n1C1CC1	-10%	-9%
C[C@@H](C(=O)NCc1ccc(C(F)(F)F)nc1)[C@H]1C[C@]1(C)[C@H](NC(=O)OCc1ccccc1)c1ccccc1	10%	4%
CC(C)C[C@H](NC(=O)CNC(=O)[C@H](C)NC(=O)[C@H](CC(C)C)NC(=O)[C@H](CCCNC(=N)N)NC(=O)[C@H](Cc1cnc[nH]1)NC(=O)[C@@H](NC(=O)[C@@H](N)C(C)C)[C@@H](C)O)C(=O)N[C@@H](CC(C)C)C(=O)N[C@@H](CO)C(=O)N[C@@H](CCCNC(=N)N)C(=O)N[C@@H](CO)C(=O)NCC(=O)NCC(=O)N[C@H](C(=O)N[C@H](C(=O)N[C@@H](CCCCN)C(=O)N[C@@H](CC(N)=O)C(=O)N[C@@H](CC(N)=O)C(=O)N[C@@H](Cc1ccccc1)C(=O)N[C@H](C(=O)N1CCC[C@H]1C(=O)N[C@H](C(=O)N[C@@H](CC(N)=O)C(=O)N[C@H](C(=O)NCC(=O)N[C@@H](CO)C(=O)N[C@@H](CCCCN)C(=O)N[C@@H](C)C(=O)N[C@@H](Cc1ccccc1)C(N)=O)C(C)C)[C@@H](C)O)C(C)C)C(C)C)C(C)C	-4%	-9%
COc1ccc(Oc2ncc3nc(-c4cc(F)cc(F)c4)c(=O)n(C[C@H]4CCCO4)c3n2)cc1	-1%	19%
Cn1cccc1C(=O)N1CCC2(CCN(C(=O)Nc3ccccc3)CC2)CC1	7%	-5%
O=C(Oc1ccccc1)N1CCC2(CC1)CN(c1ccccc1)C2	-17%	41%
CCCCCCCCCCCCC[N+](C)(C)Cc1ccccc1	8.9µM*	?
COc1ccccc1CNc1nc(-c2ccc(C(=O)N(C)C)cc2)nc2ccccc12	4%	22%
COc1ccc(C2=N[C@H](c3ccccc3)CO2)cc1	-6%[96.6 µM]	16µM*
Cn1c(-c2ccccc2)c(O)c(=O)c2ccccc21	1%[10 µM]	-9%[10 µM]
Clc1ccccc1-c1nc(-n2ccnc2)c2ccccc2n1	-11%	?
CCCCc1nc2c(c3c1CC(C)OC3)CN(CCC(C)C)CC2 (configuration not stated)	-4%[10 µM]	-4%[10 µM]
FC(F)(F)c1cc(CN2CCC3(CCNCC3)CC2)cc(C(F)(F)F)c1	-9%	-15%
C=CC[C@@H]1C=C[C@H](O/N=C2\c3cc(OC)ccc3O[C@H](c3cccc(OC)c3)[C@H]2O)[C@H](CO)O1	-8%[10 µM]	4%[10 µM]
CCCCCCCCCCCCCCCC(=O)NCCc1ccc(O)c(O)c1	-5%&0%	3%&-2%
CCCCC(CC)COCC1CO1 (configuration not stated)	-16%	-1%
O=C(O)[C@@H](O)[C@@H](O)[C@@H](O[C@H]1O[C@@H](CO)[C@@H](O)[C@@H](O)[C@@H]1O)[C@@H](O)CO	-3%[17 µM]	-2%[16.9 µM]
Cc1ccc(CNC(=O)[C@H](C)[C@@H]2C[C@@]2(C)[C@@H](NC(=O)OCc2ccccc2)c2ccccc2)c(F)c1F	2%	31%
CCCn1c(C)nc2c(N3CCCN(Cc4ccccc4)CC3)nc(C)nc21	-2%	-7%
CCC1(c2ccc(O)cc2)NC(=O)N(C)C1=O (configuration not stated)	-3%	0%
CCC/C=C(\CCC)C(NC(=O)c1ccco1)c1ccc(C(=O)OC)cc1 (configuration not stated)	-6%	5%
COC(=O)c1ccc(C(NC(=O)OCc2ccccc2)/C(=C/[C@@H](C)C(=O)NC2CCCCC2)c2cccnc2)cc1 (some centres not stated)	1%	?
CO[C@H]1COC(=O)[C@@H](C)COC(=O)[C@@H](COCc2ccccc2)NC(=O)C/C=C\[C@H]1C	2%[10 µM]	-7%[10 µM]
FC(F)(F)c1ccccc1-c1nccc(-n2ccnc2)n1	?	?
CC[C@@H]1O[C@]2(C=C[C@@H]1C)C[C@H]1C[C@H](CC=C(C)[C@@H](O[C@@H]3C[C@H](OC)[C@H](O[C@@H]4C[C@H](OC)[C@H](O)[C@H](C)O4)[C@H](C)O3)[C@@H](C)C=CC=C3CO[C@@H]4[C@@H](O)C(C)=C[C@@H](C(=O)O1)[C@]34O)O2	7%[17 µM]	-6%[16.9 µM]
COc1ccc(C(=O)c2ccccc2)c(O)c1O	-5%	-37%
O=[N+]([O-])c1cc(N(CCO)CCO)ccc1NCCO	-23%	-1%
CC(C)C[C@@H](CC(=O)N[C@@H](CCC(=O)O)CC(=O)O)NC(=O)[C@@H]1CNCC[C@H]1NC(=O)C[C@H](CCCN)NC(=O)C[C@H](Cc1c[nH]c2ccccc12)NC(=O)[C@@H]1CCCC[C@H]1N	6%	3%
FC(F)(F)c1cc(NC(=S)Nc2ccc3cc4ccccc4cc3c2)cc(C(F)(F)F)c1	8%	19%
CC1OC(OCC2OC(Oc3c(-c4ccc(O)c(O)c4)oc4cc(O)cc(O)c4c3=O)C(O)C(O)C2O)C(O)C(O)C1O (configuration not stated)	-4%	2%
Nc1nc(CC(=O)O)cs1	-2%	-7%
CC(C)NC(=O)[C@@H]1C[C@H]1[C@@H](NC(=O)OCc1ccccc1)c1ccccc1	7%	21%
COc1ccc(Br)cc1C1C2C=CCCC2(C)C(=O)N1Cc1ccccc1 (configuration not stated)	?	?
CN(C)C(=O)c1ccc(-c2cc(NCc3cccs3)ncn2)cc1	-12%	40%
C=C1CCN(C(Cc2ccccc2)C(=O)N2CCOCC2)S(=O)(=O)c2ccccc21 (configuration not stated)	15%	2%
CN(C)c1ncc2nc(-c3ccc(Cl)cc3)c(=O)n(C)c2n1	-13%	8%
COc1ccc(-n2c(=O)c(-c3ccccc3)nc3cnc(N4CCNCC4)nc32)cc1	-8%	10%
CCCCCCCCCCCCCc1ccco1	1%	8%
CCCCCCCCCCCCOCCOCCOCCOCCO	-9%&-2%	?
C=C1CCN(C(CC(C)C)C(=O)Nc2nc3ccc(Cl)cc3s2)S(=O)(=O)c2ccccc21 (configuration not stated)	-3%	-13%
CC(C)(CS)C(=O)N1CCC[C@H]1C(=O)O	-18%[17 µM]	-15%[16.9 µM]
C=C/C(=C\C)C[C@@H](CC(=O)N[C@@H](CCC(=O)O)CC(=O)O)NC(=O)[C@@H]1CNCC[C@H]1NC(=O)C[C@@H](NC(=O)C[C@H](Cc1ccccc1)NC(=O)[C@@H]1CCCC[C@H]1N)C(C)C	-3%	4%
Cc1cccc(C2=NN(c3ccccc3)[C@H](CO)[C@H]2C)c1	?	?
c1ccc(Nc2ncnc3ccc(-c4ccc5c(c4)OCO5)cc23)cc1	-12%	?

Structures listed so far that have a Cl atom, in the order listed:
structure	Gal4-VP16 FLuc	RORg inh
O=C1C[C@@H](c2ccccc2Cl)N1S(=O)(=O)c1ccccc1[N+](=O)[O-]	15%	-9%
Clc1ccccc1-c1nc(-n2ccnc2)c2ccccc2n1	-11%	?
CN(C)c1ncc2nc(-c3ccc(Cl)cc3)c(=O)n(C)c2n1	-13%	8%
C=C1CCN(C(CC(C)C)C(=O)Nc2nc3ccc(Cl)cc3s2)S(=O)(=O)c2ccccc21 (configuration not stated)	-3%	-13%

Further structures follow.
structure	Gal4-VP16 FLuc	RORg inh
COc1ccc(-c2nc3cnc(N4CCN(C)CC4)nc3n(-c3ccc(OC)cc3)c2=O)cc1	-5%	-38%
Cc1cc([C@](C)(N)C(=O)O)ccc1P(=O)(O)O	-9%	9%
COc1cc(OC)c2c(c1)OC(=O)CC2c1ccccc1OC (configuration not stated)	-5%	-6%
CCCCCCCCCCCCC/C=C\[C@@H](O)[C@@H](N)CO	-3%	6%
O=C(Oc1ccccc1)C1O[C@@H]1c1ccccc1 (some centres not stated)	-8%	-23%
CC(=O)N1CCC2(CCCN(Cc3cc(C(F)(F)F)cc(C(F)(F)F)c3)C2)CC1	14%	-2%
N#Cc1ccc(CN2CC[C@@]3(CCCN(C(=O)c4cnccn4)C3)C2)cc1	-3%	-19%
COc1ccccc1-c1nc(NC2CC2)c2ccccc2n1	-23%	-24%
COc1ccc(-c2nc3cnc(N4CCN(C)CC4)nc3n(CCC#N)c2=O)cc1	1%	0%
COC(=O)c1ccc(C(NC(=O)OCc2ccccc2)/C(C)=C/[C@@H](C)C(=O)NCc2cccnc2)cc1 (some centres not stated)	10%	?
COc1ccc(COC(=O)N/N=C2/C[C@@H](O)[C@@H](O)[C@@H]3[C@H]4C(=O)N(c5ccc(F)cc5F)C(=O)[C@@H]4CC[C@@H]23)cc1	2%[10 µM]	18%[10 µM]
Nc1cccc(N)c1	-5%	-9%
CN1C(=O)CC2(C=CC(=O)C=C2OC(=O)c2ccccc2)c2ccccc21 (configuration not stated)	-13%	5%
O=C(c1cc(C(F)(F)F)cc(C(F)(F)F)c1)N1CCC2(CCCN(c3ccccc3)C2)CC1	-29%	?
COc1ccc(NC(=O)N2CC3(CCN(C(=O)c4cnccn4)CC3)C2)cc1	-14%	-3%
COc1ccc2c(c1)O[C@@H](c1cccc(C(F)(F)F)c1)[C@H](OC(=O)NCc1ccco1)C2=O	-3%	-2%
COc1ncc2nc(-c3cc(F)cc(F)c3)c(=O)n(C3CC3)c2n1	8%	14%
N#CC(=C(/N)Sc1ccccc1N)/C(C#N)=C(/N)Sc1ccccc1N	?	?
COc1ccc(-c2c(O)c3cc(O)cc(O)c3oc2=O)cc1	?	5%
COC(=O)[C@@]1(Cc2ccc(OC)cc2)[C@H]2c3cc(C(=O)N(C)C)n(Cc4ccc(Cl)c(C(F)(F)F)c4)c3C[C@H]2CN1C(=O)c1ccccc1	2%	?
CC(C)(C)OC(=O)N[C@@H](Cc1c[nH]c2ccccc12)C(=O)O	-2%	-11%
CC(=O)N1CCC2(CC1)CN(c1cccc(-c3ccccc3)c1)C2	13µM*	20%
O=C(c1ccncc1)N1CCC2(CCN(Cc3ccccc3)CC2)CC1	9%	-14%
Cc1noc(C)c1C(=O)N1CCC2(CCN(Cc3cc(C(F)(F)F)cc(C(F)(F)F)c3)CC2)CC1	4%	-37%
c1cncc(CNc2ncncc2-c2ccoc2)c1	-1%	-11%

3 entries already listed, arranged by molecular weight, lowest first.
structure	Gal4-VP16 FLuc	RORg inh
Nc1cccc(N)c1	-5%	-9%
O=C(c1ccncc1)N1CCC2(CCN(Cc3ccccc3)CC2)CC1	9%	-14%
N#Cc1ccc(CN2CC[C@@]3(CCCN(C(=O)c4cnccn4)C3)C2)cc1	-3%	-19%

Other entries
structure	Gal4-VP16 FLuc	RORg inh
CCNc1ncc2nc(-c3ccc(F)cc3)c(=O)n(-c3ccc(OC)cc3)c2n1	-11%	-22%
CC1(O)C(=O)C=C2C=C(c3ccc(C#N)cc3)OC=C2C1=O (configuration not stated)	-20%	0%
COc1ccc(Br)cc1C1C2C=CCC(C)C2C(=O)N1Cc1ccccc1 (configuration not stated)	-1%	?
COC(=O)C1=C2N(Cc3ccccc3)C(C)=C(C(=O)OC)C(c3ccccc3)N2C(=O)[C@](O)(C(=O)OC)C1 (some centres not stated)	-4%&7%[10 µM]	-12%&25%[10 µM]
c1ccc(-c2nc(-c3cccc4ccccc34)c(NC3CCCCC3)o2)cc1	-10%	6%
CC(=O)Oc1ccc2c(c1)CCC1C2CC[C@@]2(C)C1CC(OC(C)=O)C2OC(C)=O (some centres not stated)	3%	-1%
COCCNc1nc(C)nc2c1nc(-c1ccccc1)n2CC1CCN(C)CC1	5%	-11%
CC(C)(C)N1C(=O)[C@H]2[C@H]3[C@H](O)[C@H](O)C/C(=N/NC(=O)OCc4ccccc4)[C@H]3CC[C@@H]2C1=O	7%[10 µM]	23%[10 µM]
CCCCC[C@H](O)/C=C/C=C/C/C=C\CCCC(=O)O	3%	-21%
CCCCCCCCCCOc1cc(OCCCCCCCCCC)cc(N(CC(=O)O)CC(=O)O)c1	5%	-15%
COC(=O)[C@@]1(Cc2ccc(OC)cc2)[C@H]2c3cc(C(=O)N(C)C)n(Cc4ccc(C)o4)c3C[C@H]2CN1C(=O)c1ccccc1	?	-1%
C=C(C(C)=O)C(O)c1ccc([N+](=O)[O-])cc1 (configuration not stated)	10µM*	?
O=C(O)CCC1CCCC1	-8%	-13%
O=c1c(O)c(-c2ccc(O)cc2)oc2ccc(O)cc12	-3%	?
